# High-throughput results as filed in PubChem BioAssay.
# LGR2 antag: Drosophila LGR2 receptor signaling inhibition | HEK293 LGR2, CRE-luciferase, bursicon-stimulated, 4 h | inhibition, % at 9.99 µM | actives 0.35% (n = 380,000) | AID 720647;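 active = drop in luminescence signal, shown as inhibition above about 50% in the replicate tests, limit read from the data, passing the limit was not always enough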;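 note: agonist challenge used bursicon conditioned medium at about half maximal strength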
# EWS-Fli block: blocks EWS/Fli oncoprotein-driven transcription; A673 NR0B1-luciferase reporter, viability-normalised; inhibition, % at 12.6 µM; actives 0.67% (n = 350,000); AID 651661;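 active = mean inhibition of at least 50% after viability correction, with every replicate also passing that limit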;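 note: firefly luciferase signal divided by Alamar Blue viability fluorescence both relative to DMSO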
# Cneo AK release: Cryptococcus neoformans lysis via adenylate kinase release; C. neoformans lysis, adenylate kinase release luminescence, 4 h; normalised: neutral wells 0, clomiphene wells 100; lysis activity, % at 15 µM; actives 0.2% (n = 360,000); AID 651654;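 active = mean lysis activity across replicates of at least 80%, whatever share of replicates individually reach that level; inactive = mean lysis activity below 80%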
#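 Test system: log-phase Cryptococcus neoformans yeast cells. Input: 5 × 10^6 yeast cells/mL. Medium: fresh YPD growth medium. Doses: single dose. Incubation: static 4 h at 37 °C with compound, 1 h detection. Measured by: luminescent adenylate kinase detection reagent. Read-out: signal increase indicating cell lysis. Benchmarks: Clomiphene.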
# FN deposit inh: fibronectin deposition inhibition; AH1F fibroblasts, Alexa488-fibronectin deposition fluorescence, overnight; inhibition, % at 12.6 µM; actives 0.086% (n = 350,000);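 active = mean inhibition across replicates of 30% or more, regardless of how many single replicates reach that level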;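 note: positive control wells lacked labelled fibronectin entirely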
#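 Measured by – fluorescence 485/525 nm · System – AH1F fibroblast monolayer, labelled fibronectin deposition · Amount – 10000 cells per well · Buffer or medium – serum-reduced DMEM (2% serum) · Doses – single dose, pinned · Also added – fluorescent fibronectin at 24 nM final · Schedule – 1 h cell attachment, overnight exposure to compound and label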
# miR122 inh: blocks miR-122 activity in Huh7 sensor cells; Huh7 miR-122 Renilla luciferase sensor, 48 h; neutral wells = 0, positive control = 100; activation (reporter increase), % at 12.5 µM; actives 0.3% (n = 340,000);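 active = mean replicate activation score at least 90 and every replicate individually at or above 90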;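 note: higher luciferase means less miR-122 activity so hits act as miR-122 inhibitors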
# PGC1a acetyl inh: PGC1a acetylation modulation, inhibitor mode; U2OS PGC1a acetylation, AlphaScreen anti-acetyl-lysine; with virally co-expressed GCN5 acetyltransferase; inhibition, % at 15.6 µM; actives 0.17% (n = 350,000);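 active = every replicate shows inhibition of at least 40%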;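 note: 0% = neutral control wells and 100% = positive control wells; some results beyond the cut were filed as inactive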
# Casp6 inh: inhibitors of human caspase-6. purified caspase-6, Z-VEID-R110 cleavage fluorescence. inhibition, % at 12.5 µM. AID 686996. P55212. actives 0.53% (n = 350,000);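 active = mean inhibition across replicates at least about 35%, with every replicate also reaching that limit, limit read from the data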;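 note: 0% = median of neutral control wells and 100% = no fluorescence left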
# Target sequence (P55212 24-179 limits assumed): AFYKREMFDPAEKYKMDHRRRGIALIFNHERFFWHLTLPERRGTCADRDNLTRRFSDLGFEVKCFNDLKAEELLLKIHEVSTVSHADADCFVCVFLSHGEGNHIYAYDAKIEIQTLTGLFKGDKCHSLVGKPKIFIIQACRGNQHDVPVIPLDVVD
# Target sequence (P55212 194-293 limits assumed): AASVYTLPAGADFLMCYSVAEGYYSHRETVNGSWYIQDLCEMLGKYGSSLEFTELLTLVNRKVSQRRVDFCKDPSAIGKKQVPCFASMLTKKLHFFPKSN
# PAX8 reporter: lowers PAX8-driven luciferase in RMG-I cells. RMG-I TPO-luciferase reporter, SteadyGlo, 24 h. inhibition, % at 12.6 µM. actives 1.2% (n = 360,000);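 active = mean replicate inhibition at least 60% with every replicate also reaching 60%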;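 note: luciferase light reporting Pax8 driven TPO promoter activity; plate controls were median of neutral control wells for no effect and mitoxantrone controls for full effect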
# The depositor's hits bear a star; nt = not tested or not shown; & = joins results of further samples; [ ] = remark or other dose.
SMILES,LGR2 antag,EWS-Fli block,Cneo AK release,FN deposit inh,miR122 inh,PGC1a acetyl inh,Casp6 inh,PAX8 reporter
Cc1cc(C)c(S(=O)(=O)N2C=CC(C(F)(F)F)=NCC2)c(C)c1,nt,nt,-1,0,4,1,-1,7
CSc1nnc(C)c(=O)n1COC(=O)c1ccccc1,-4,11,nt,10,1,-7,3,-12
CNC[C@H]1Oc2ccc(NC(=O)Cc3ccccc3)cc2CC(=O)N([C@@H](C)CO)C[C@@H]1C,3,-3,6,-6,-4[16.7 µM],-7,-2,-21
COc1ccc(/C=N/N2CCN(c3ccccc3OC)CC2)cc1OC,-10,nt,2,-6,-11,2,nt,nt
COc1cc(C(=S)N2CCCC2)ccc1OCc1ccccc1,-30,-63,0,-3,2,5,-1,-70
Cc1cc(C(=O)Nc2cccc3c2O[C@@H](CN(C)Cc2ccc(C(=O)O)cc2)[C@H](C)CN([C@H](C)CO)C3=O)n(C)n1,10,nt,3,nt,3[16.7 µM],4,2,-2
O=C(NN1C(=O)/C(=C/C=C/c2ccco2)SC1=S)c1ccccc1O,0,11,-3,-1,18,2,92*,16
Nn1c(SCc2nc3ccccc3[nH]2)nnc1-c1cccnc1,nt,nt,-3,-3,-3,-3,nt,10
O=C(NC(=O)N1CCOCC1)c1ccccc1,3,-7,3,3,-5,3,-1,37
C[C@H]1CN([C@@H](C)CO)C(=O)Cc2cc(NS(=O)(=O)c3ccc(F)cc3)ccc2O[C@H]1CN(C)C(=O)Nc1ccc(F)cc1,-5,-4,-3,nt,1[16.7 µM],-7,nt,nt
COc1ccc(C#Cc2ccc([C@@H]3[C@@H](CO)N4CCCCN(C(=O)Nc5ccccc5)C[C@H]34)cc2)cc1,-1,8,50,-7,-34[16.7 µM],-38,-3,17
O=C(O)c1cccc(Cl)n1,-12,-3,-1,-6,-3,2,3,5
COc1ccc(OC)c(C(C[N+](=O)[O-])c2c(C)cc3ccccn23)c1 (configuration not stated),23,8,0,6,-3,-3,2,27
CSc1sc(C(=O)NN)c2c1C(O)CCC2 (configuration not stated),-5,-4,-1,8,nt,nt,2,7
CCCC(=O)Nc1cc(=O)[nH]c2ncnn12,nt,nt,1,9,12,-12,nt,nt
CN(c1ccc(F)cc1)S(=O)(=O)c1ccc(Cl)c(C(=O)Nc2ccc3c(c2)CCC3)c1,6,-4,1,-1,-10,nt,-1,29
CN(C)C(=O)c1cccc(-c2ccc(C3[C@H]4CNC[C@@H]3N4S(=O)(=O)c3ccccc3F)cc2)c1 (some centres not stated),25&-3,-1&9,nt,-6&-7,nt,7&1,nt,10&-20
O=C(Nc1ccccn1)c1cc(-c2cccnc2)nc2ccc(Br)cc12,nt,13,nt,5,nt,nt,-1,-11
CCC(CC)C(=O)N1CC(=O)Nc2ccc(Br)cc2C1c1ccccc1 (configuration not stated),17,0,1,2,-3,3,4,13
CC(C)n1nc(C(=O)NC2CCCCCC2)c2ccccc2c1=O,-1,0,3,10,2,-2,1,-9
Cc1ccc2[nH]c(=O)c(CN(C(=O)c3cccs3)c3ccccc3)cc2c1,6,12,1,0,-9,0,-2,0
COc1cc(C2C(C#N)=C(N)Oc3c2oc(CO)cc3=O)cc(OC)c1OC (configuration not stated),nt,nt,3,5,1,-102,nt,-9
CCOc1ccc(C(C)NC(=O)CN2C(=O)NC3(CCCCC3)C2=O)cc1OCC (configuration not stated),0,3,-5,10,-7,8,2,-6
CSc1nc(Oc2ccc3ccccc3c2)c2ccccc2n1,-2,nt,-3,nt,6,-3,nt,nt
CN(C)CC(=O)N1[C@H](C#N)[C@H](c2ccc(C#CC3CCCC3)cc2)[C@H]1CO,14,-5,3,-18,nt,3,-3,-1
CCOc1ccccc1C(=O)NC(C(=O)NCCc1ccccn1)C(C)C (configuration not stated),13,-4,0,nt,0,1,1,7
Cc1ccc(C)c(OCCCC(=O)N2CCOCC2)c1,-16,-18,3,-6,-2,10,0,-7
CCCCNc1ccc2oc(-c3ccc(OC)cc3)c(-c3ccc(OC)c(F)c3)c2c1,-7,3,-3,-4,1,4,2,12
CCOC(=O)C1=C(C)NC(SCC(=O)OC)=C(C#N)C1c1ccc(C(=O)OC)cc1 (configuration not stated),3,10,1,5,-8,5&0,-3,-6
COc1ccc(NC(=O)c2sc3nc(Cc4ccccc4)cc(C(F)(F)F)c3c2N)cc1OC,-3,-5,nt,0,nt,nt,-7,-4
COC(=O)c1cc(NC(=O)Cn2c(=O)cnc3ccccc32)cc(C(=O)OC)c1,nt,nt,1,0,0,-2,nt,12
COc1ccccc1OCCNC(=O)c1ccc2c(c1)OCCO2,-26,-19,-6,4,nt,8,-1,-153
CC(=O)c1c(C)oc2ccc(NS(=O)(=O)c3ccc(F)cc3C)cc12,-1,24,2,1,26,nt,-5,11
C[C@@H]1CN([C@H](C)CO)S(=O)(=O)c2ccc(C#C[C@@H](C)O)cc2O[C@@H]1CN(C)Cc1ccccc1,11,-4,3,5,11[16.7 µM],1,-1,nt
O=C(Cc1ccc(S(=O)(=O)N2CCOCC2)s1)Nc1ccc(N2CCOCC2)cc1,0,-2,nt,-2,nt,nt,8,-10
CC(C)(C)c1cc(C(=O)NNc2ccc(OC(F)(F)F)cc2)n(Cc2ccccc2)n1,12,-1,nt,-1,8,3,1,6
COc1ccc(Br)cc1/C=C/C(=O)NCC(=O)O,32,9,nt,-7,-3,-5,-1,4
O=C(C[n+]1ccc(C(=O)N/N=C/c2ccc(Br)cc2)cc1)c1ccccc1,18,9,0,nt,nt,5,-8,nt
CSc1nc(N)c2c(n1)N(C)C=NS2(=O)=O,-17,-13,8,11,1,-2,-3,-17
C(=C\c1ccccc1)/CN1CCN(C(c2cccs2)c2nnnn2Cc2ccccc2)CC1 (configuration not stated),9,3,0,-2,3,-23,-5,-2
O=C1c2ccccc2C(=O)N1CCCc1nc(-c2ccncc2)no1,nt,nt,-3,6,-12,7,nt,nt
CSc1ccccc1C(=O)Nc1cccc(C(C)O)c1 (configuration not stated),-6,-1,-1,nt,4,-9,-1,nt
CC(C)(C)n1nnnc1C(c1ccccc1F)N1CCN(C(=O)c2ccco2)CC1 (configuration not stated),8,-4,-1,2,-3,nt,2,3
COc1ccc(-c2cc(COc3ccccc3)on2)cc1,-152,-89,nt,5,nt,4,1,-169
Cc1sc2c3ccsc3ccc2[n+]1C,34,2,nt,-9,nt,7,6,23
CCOC(=O)[C@@H]1[C@H]2COc3ccccc3[C@@H]2N2C(=O)N(c3ccc(OC)cc3)C(=O)[C@@]12C,1,-3,-2,4,5,6,2,-8
Cc1ccc(-n2c(=O)c3c(c4cc(C)ccc4n3C)n(CC(=O)NCC3CCCO3)c2=O)cc1 (configuration not stated),-5,-2,0,nt,-9,3,0,-10
CO[C@@H]1CN(C)C(=O)c2ccc(NC(=O)c3cnccn3)cc2OC[C@@H](C)N(C(=O)C2CC2)C[C@H]1C,-14,-2,-5,nt,nt,-3,2,-2
CN1C(=O)c2cc(NC(=O)c3cccs3)ccc2OC[C@@H]2O[C@@H](CC(=O)NCC3CC3)CC[C@H]21,2,-1,-2,-8,8[16.7 µM],-1,nt,3
CCOC(=O)C1CCN(C(=O)COc2ccc(N(C)S(=O)(=O)c3ccc(C)cc3)cc2)CC1,0,10,nt,0,nt,-5,-2,-2
# (list continues)
SMILES,LGR2 antag,EWS-Fli block,Cneo AK release,FN deposit inh,miR122 inh,PGC1a acetyl inh,Casp6 inh,PAX8 reporter
Cc1ccc(S(=O)(=O)Nc2cccc3c2O[C@H](CN(C)C(=O)Nc2c(C)noc2C)[C@H](C)CN([C@H](C)CO)C3=O)cc1,-20,-9,0,nt,-4[16.7 µM],0,nt,-6
Oc1cccc(/C=N/N(Cc2ccccc2)c2ccccc2)c1,-4,0,nt,21,nt,-3,1,3
C[C@@H]1CN([C@H](C)CO)C(=O)Cc2cc(NC(=O)c3ccncc3)ccc2O[C@@H]1CN(C)Cc1ccc2c(c1)OCO2,3,5,-3,3,-6[16.7 µM],19,-4,-11
Cc1ccc(C2/C(=C(/O)c3ccc4c(c3)CC(C)O4)C(=O)C(=O)N2CCCn2ccnc2)cc1 (configuration not stated),15,nt,-1,-1,-3,nt,-10,-17
CC(C)(C)c1cc[n+](-c2[nH]c(=O)sc2/C=N/N=C(\[O-])c2ccccc2)cc1,0,-10,1,1,-6,-5,4,-3
CNc1cncc(-c2ccccc2CO)n1,8,-7,4,nt,-9,8,1,12
COc1cc(/C=C2\SC(=S)N(CCC(=O)Nc3ccccn3)C2=O)cc(OC)c1OC,16,5,-2,3,-5,10,-2,2
CCC(=O)c1ccc(OCC(=O)N2CCN(c3ncccn3)CC2)cc1,13,-14,0,-6,-1,nt,-1,-5
COCC(C)n1c(C)cc(C(=O)CSc2ncccn2)c1C (configuration not stated),3,-32,nt,11,nt,2,-1,-72
CCN(CC)C(CNC(=O)CSc1nnnn1-c1ccc(C)c(C)c1)c1ccco1 (configuration not stated),-5,0,nt,0,nt,-2,2,2

# Rewritten bar-delimited: seven of the compounds above
smiles | LGR2 antag | EWS-Fli block | Cneo AK release | FN deposit inh | miR122 inh | PGC1a acetyl inh | Casp6 inh | PAX8 reporter
CNc1cncc(-c2ccccc2CO)n1 | 8 | -7 | 4 | nt | -9 | 8 | 1 | 12
COc1cc(/C=C2\SC(=S)N(CCC(=O)Nc3ccccn3)C2=O)cc(OC)c1OC | 16 | 5 | -2 | 3 | -5 | 10 | -2 | 2
C[C@@H]1CN([C@H](C)CO)C(=O)Cc2cc(NC(=O)c3ccncc3)ccc2O[C@@H]1CN(C)Cc1ccc2c(c1)OCO2 | 3 | 5 | -3 | 3 | -6[16.7 µM] | 19 | -4 | -11
CC(C)(C)c1cc[n+](-c2[nH]c(=O)sc2/C=N/N=C(\[O-])c2ccccc2)cc1 | 0 | -10 | 1 | 1 | -6 | -5 | 4 | -3
Oc1cccc(/C=N/N(Cc2ccccc2)c2ccccc2)c1 | -4 | 0 | nt | 21 | nt | -3 | 1 | 3
CCN(CC)C(CNC(=O)CSc1nnnn1-c1ccc(C)c(C)c1)c1ccco1 (configuration not stated) | -5 | 0 | nt | 0 | nt | -2 | 2 | 2
CCC(=O)c1ccc(OCC(=O)N2CCN(c3ncccn3)CC2)cc1 | 13 | -14 | 0 | -6 | -1 | nt | -1 | -5

# (list continues)
SMILES,LGR2 antag,EWS-Fli block,Cneo AK release,FN deposit inh,miR122 inh,PGC1a acetyl inh,Casp6 inh,PAX8 reporter
Cc1ccc(N2CCN(C(=S)Nc3ccccc3C)CC2)cc1,-1,8,1,-8,4,-7,-3,26
CCCN(C(=O)CSc1nnnn1C)C1CCS(=O)(=O)C1 (configuration not stated),-1,-10,nt,7,nt,3,-2,0
COc1ccccc1-c1ccc([C@H]2[C@H](CO)N(C(C)=O)C23CN(C(C)=O)C3)cc1,-15,13,nt,nt,nt,8,1,nt
CCCCNC(=S)NNC(=O)c1cc(-c2cccnc2)nc2ccccc12,16,nt,1,-2,3,6,1,6
O=C(Nc1ccc(Nc2ccccc2)cc1)Nc1ccccc1Cl,-55,-143,-2,7,0,nt,5,-109
COc1cccc(NC(=O)N(C)C[C@H]2OCc3cnnn3CCCC(=O)N([C@H](C)CO)C[C@H]2C)c1,17,7,48,5,1[16.7 µM],-2,0,13
Cc1noc(C)c1S(=O)(=O)Nc1ccc2c(c1)CC(=O)N([C@@H](C)CO)C[C@@H](C)[C@@H](CN(C)C(=O)Nc1ccc(F)cc1)O2,7,15,-2,2,2[16.7 µM],-2,1,-10
C[C@@H]1CN([C@H](C)CO)C(=O)c2cc(-c3ccc(F)cc3)cnc2O[C@H]1CN(C)C(=O)c1ccccc1F,13,-3,51,1,6[16.7 µM],7,0,nt

# This is a random part of the collection; any-hit rate near 2.5%.
